Screening results (PubChem)
KOR beta-arrestin-1 = kappa opioid receptor blockers – cell-based, luminescence, uHTS (AID 1778) | one-dose inhibition, % at 10 µM; IC50 in µM for titrated hits | actives 0.091% (n = 290,000) | KOR beta-arrestin recruitment, luminescence, antagonist mode; higher % means a stronger effect; in the data active = inhibition above about 50%; note: strong numbers were not always called active
HIV fusion peptide = inhibitors of HIV fusion peptide binding, primary screen, biochemical, uHTS, fluorescence dequenching (AID 1986). cell-free peptide binding, fluorescence dequenching, 30 min; higher % means a stronger effect. inhibition, % at 20 µM; hits with a dose series show IC50 in µM. actives 0.3% (n = 290,000); in the data active = inhibition mostly above about 52%, no sharp cut-off; inactive = mostly below about 76%; note: some results filed as inactive read as strong as hits
GPR35 antagonists = inhibition of zaprinast-stimulated GPR35 beta-arrestin translocation – imaging, U2OS, beta-arrestin-GFP, zaprinast agonist, primary screen (AID 2058) | inhibition, % at 10 µM, or IC50 in µM where a hit was titrated | actives 0.052% (n = 290,000) | U2OS GPR35 beta-arrestin-GFP translocation imaging, zaprinast antagonism; higher % means a stronger effect;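 active = inhibition of at least 50% with at least 30 cells and total cytoplasm GFP at most 10,000,000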
GPR55 beta-arrestin = selective activators of receptor GPR55 – imaging, U2OS cells, beta-arrestin-GFP redistribution, primary screen (AID 1961). one-dose activation, % at 10 µM; EC50 in µM for titrated hits. actives 0.048% (n = 290,000). U2OS GPR55 beta-arrestin-GFP redistribution imaging; higher % means a stronger effect;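 active = activation above 40% with more than 50 cells counted in the well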;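 note: U2OS osteosarcoma cells stably expressing GPR55 and beta-arrestin-GFP; plate controls were DMSO negative control for no effect and LPI positive control for full effect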
GPR55 antagonists = inhibition of LPI-stimulated GPR55 beta-arrestin translocation – imaging, U2OS, beta-arrestin-GFP, LPI agonist, primary screen (AID 2013); one-dose inhibition, % at 10 µM; IC50 in µM for titrated hits; actives 0.13% (n = 290,000); U2OS GPR55 beta-arrestin-GFP translocation imaging, LPI antagonism; higher % means a stronger effect;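 active = spots per cell inhibited over 60%, with over 100 cells counted and total cytoplasm intensity under 500,000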;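 note: U2OS cells stably carrying GPR55 and arrestin-GFP stimulated by 5 µM LPI near EC80; imaged beta-arrestin-GFP aggregate spots per cell after agonist stimulation; plate controls were LPI-stimulated DMSO wells for no effect and DMSO wells without LPI for full effect; some results filed as inactive read as strong as hits; confirmed hits need IC50 under 10 µM and bright autofluorescent wells are also inconclusive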
KOR beta-arrestin-2 = KOR agonists, beta-arrestin recruitment, primary screen, cell-based, luminescence, uHTS (AID 1777) | KOR beta-arrestin recruitment, luminescence; higher % means a stronger effect | activation, % at 10 µM; hits with a dose series show EC50 in µM | actives 0.02% (n = 280,000); in the data active = activation above about 50%, passing the limit was not always enough; note: a part of the inactive calls stands beside numbers as strong as those of hits
West Nile virus CPE = inhibition of WNV-induced cytopathic effect – cell-based, CPE readout (AID 1621). West Nile virus-infected cells, CPE inhibition; higher % means a stronger effect. one-dose CPE inhibition, % at 10 µM; IC50 in µM for titrated hits. actives 0.02% (n = 290,000); in the data active = a potency from the dose series; note: strong numbers were not always called active
Dengue-2 NS5 capping = flavivirus cap methylation enzyme inhibition – biochemical, confirmation dose response, primary screen (AID 588689); inhibition, % at 25 µM; hits with a dose series show IC50 in µM; actives 0.3% (n = 340,000); Dengue-2 NS5 methyltransferase capping enzyme assay, biochemical; higher % means a stronger effect; in the data active = a potency from the dose series
NOD1 NF-kB reporter = inhibition of NOD1-driven NF-kB reporter – cell-based, luminescence, uHTS, primary screen (AID 1578); NOD1-driven NF-kB luciferase reporter cells, luminescence; higher % means a stronger effect; actives 1% (n = 290,000); one-dose inhibition, % at 4 µM; EC50 in µM for titrated hits; in the data active = inhibition mostly above about 36%, no sharp cut-off; inactive = mostly below about 34%;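 note: HEK-293T reporter cells stimulated with the NOD1 agonist gamma-tri-DAP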
Dengue-2 NS5 capping pilot replicate = second read-out of Dengue-2 NS5 capping, no call of its own (marks repeat the call); inhibition, %; measured here: pilot screen replicate inhibition
The depositor's hits bear a star; nt = no result given; [ ] = dose if it differs, or a comment.

SMILES | KOR beta-arrestin-1 | HIV fusion peptide | GPR35 antagonists | GPR55 beta-arrestin | GPR55 antagonists | KOR beta-arrestin-2 | West Nile virus CPE | Dengue-2 NS5 capping | NOD1 NF-kB reporter | others
Nc1ccc2nc(-c3cccc(-c4nc5ccc(N)cc5[nH]4)n3)[nH]c2c1 | -4% | -11% | 6% | 0.0% | 12% | -5.8% | -0.2% | 4% | 4%
Cc1ccnc(NS(=O)(=O)c2ccc(NC(=O)c3snnc3C)cc2)n1 | -34% | 0.8% | 3% | 0.1% | 6% | -2.1% | 0.6% | -6% | -13%
Cc1oc2c(C)c(O)ccc2c(=O)c1-c1nncn1-c1ccccc1 | -30%[20 µM] | 8.6% | 19% | 0.2% | -1% | -8.1% | -0.6% | -20% | -1%
COc1ccc(/C(C)=N/NC(=O)CNC(=O)c2cccs2)cc1 | 35% | -1.0% | 2% | 0.5% | 13% | -3.1% | 0.0% | 4% | -26%
Cn1cnc(S(=O)(=O)Nc2ccc(Cl)c(C(F)(F)F)c2)c1 | -28% | 1.5% | -3% | 0.2% | -32% | -2.2% | -0.3% | -9% | 11%
Cc1c([N+](=O)[O-])c([N+](=O)[O-])nn1CC(=O)NCc1cccnc1 | 4%[20 µM] | -2.1% | 6% | -0.3% | -1% | -3.3% | 0.5% | nt | -15%
Cc1ccc(-c2nc3ncccn3c2NC2CCCCC2)o1 | 4% | 40% | -21% | 0.3% | -12% | 0.8% | -0.7% | -11% | -15%
COc1ccc(C2CC(C(F)(F)F)n3nc(C(=O)O)cc3N2)cc1 (centres undefined) | 8% | -2.1% | -8% | -0.2% | 1% | -1.5% | 0.2% | 7% | 5%
CCc1cc2ccc(OC)cc2nc1SCC(=O)NNC(=O)c1ccco1 | -21% | 6.8% | 5% | -0.1% | 15% | -6.0% | 0.5% | -2% | -25%
CCCOc1ccc(C(=O)c2nc3c(n2O)CCCCC3)cc1 | -39% | -0.4% | 4% | -0.1% | -4% | 5.2% | -0.3% | -5% | -1% | Dengue-2 NS5 capping pilot replicate=-4.7
CC1CCN(S(=O)(=O)c2ccc(S(=O)(=O)NCC3COCCO3)cc2)CC1 (centres undefined) | -15% | -0.2% | 10% | -0.2% | -3% | 6.3% | -0.4% | -7% | -14%
Cc1nn(-c2ccccc2)c(N2CCCC2)c1/C=N/NC(=O)c1cc(-c2cccs2)nc2ccccc12 | 10% | 2.5% | -2% | -0.2% | 8% | -4.4% | 0.1% | -1% | 19%
Cc1cc(Br)ccc1NC(=O)CCSc1ccccc1 | 8% | 5.9% | -1% | -0.1% | 3% | -1.9% | -0.8% | 1% | nt
O=c1cc(-c2ccccc2)nc2nc(-c3ccco3)[nH]n12 | 1% | 6.4% | 1% | -0.3% | -5% | 1.9% | 0.1% | 11% | 2%
Cc1cccc2nc3c(nc12)CCCC3 | -12% | -0.1% | -2% | -0.1% | 0% | -1.8% | -0.1% | 3% | -17%
COc1cc(-c2nc(S(=O)(=O)c3ccc(C)cc3)c(N3CCOCC3)o2)cc(OC)c1OC | 21% | 1.3% | -6% | -0.3% | -2% | 5.1% | nt | -6% | -32%
COc1ccccc1O | -16%[20 µM] | 0.2% | 0% | -0.1% | 0% | -1.8% | 0.8% | 0% | -7%
[O-]/[N+](=C\C=C\c1ccccc1)c1ccccc1 | 10% | 0.9% | 10% | 0.0% | 9% | 0.5% | -0.4% | -6% | -8%
COc1ccc(CCN(C(=O)c2snc(C(N)=O)c2N)C(C)C(=O)NC2CCCCC2)cc1OC (centres undefined) | 3% | 1.3% | 0% | 0.5% | 1% | -1.9% | -0.8% | -6% | -42%
COc1ccc(CCNC(=O)C(C)OC(=O)c2nsc(Cl)c2Cl)cc1OC (centres undefined) | -8% | 2.1% | 17% | 0.3% | 13% | 2.8% | -0.1% | -4% | 12%
Cc1ccc2cc(C#N)c(NCCNC(=S)NCCCN(C)C)nc2c1C | -164%[20 µM] | -1.0% | 10% | 0.3% | 9% | nt | 0.0% | -1% | -23%
COc1ccc(NC(=O)c2cc(Br)ccc2Cl)c([N+](=O)[O-])c1 | -19% | -0.4% | -7% | -0.3% | 8% | 0.5% | -0.2% | -1% | -27%
COc1ccc(S(=O)(=O)Nc2cccc(-n3cnnn3)c2)cc1OC | -13% | -1.7% | 11% | 0.3% | 0% | 4.6% | 1.4% | -7% | -5%
O=C(Nc1ccc(N2CCOCC2)cc1)c1nc2ccccc2s1 | -19% | -1.4% | -15% | -0.1% | 4% | 8.0% | 0.1% | -11% | 3%
Cc1ccccc1OCC(=O)N(Cc1cccc(F)c1)C1CCS(=O)(=O)C1 (centres undefined) | -18% | 0.3% | 4% | 0.3% | 15% | 2.7% | -0.2% | -5% | -16%
CCOC(=O)C1=C(C)NC2=C(C(=O)c3ccccc32)C1c1ccc(O)cc1 (centres undefined) | 1% | -5.1% | 0% | -0.1% | -4% | -4.1% | 0.4% | -6% | 15%
CCCCOC(=O)c1ccc(NC(=O)c2c(Cl)ccc(Cl)c2OC)cc1 | 40% | 1.3% | 3% | -0.3% | 14% | 1.7% | 0.0% | -2% | 50%
CCOC(=O)c1ccc(NC(=O)c2cc(OC)c(OC)c(OC)c2Br)cc1 | -28% | -1.2% | 5% | -0.3% | 8% | 3.3% | -0.3% | -16% | -6%
CCC(C)SCc1nc2ccccc2[nH]1 (centres undefined) | 32% | 17% | 12% | -0.2% | 2% | 1.4% | -0.3% | 8% | -28%
COc1cc(OC)c2ccc(=O)oc2c1C(CCN1CCCC1)c1ccc(N(C)C)cc1 (centres undefined) | -20% | 0.2% | -11% | 0.0% | 2% | -1.3% | 0.2% | -5% | -6%

A draw from above in order of molecular weight, falling.
SMILES | KOR beta-arrestin-1 | HIV fusion peptide | GPR35 antagonists | GPR55 beta-arrestin | GPR55 antagonists | KOR beta-arrestin-2 | West Nile virus CPE | Dengue-2 NS5 capping | NOD1 NF-kB reporter | others
CCCCOC(=O)c1ccc(NC(=O)c2c(Cl)ccc(Cl)c2OC)cc1 | 40% | 1.3% | 3% | -0.3% | 14% | 1.7% | 0.0% | -2% | 50%
Cc1ccccc1OCC(=O)N(Cc1cccc(F)c1)C1CCS(=O)(=O)C1 (centres undefined) | -18% | 0.3% | 4% | 0.3% | 15% | 2.7% | -0.2% | -5% | -16%
COc1ccc(NC(=O)c2cc(Br)ccc2Cl)c([N+](=O)[O-])c1 | -19% | -0.4% | -7% | -0.3% | 8% | 0.5% | -0.2% | -1% | -27%
Cc1ccc2cc(C#N)c(NCCNC(=S)NCCCN(C)C)nc2c1C | -164%[20 µM] | -1.0% | 10% | 0.3% | 9% | nt | 0.0% | -1% | -23%
CCOC(=O)C1=C(C)NC2=C(C(=O)c3ccccc32)C1c1ccc(O)cc1 (centres undefined) | 1% | -5.1% | 0% | -0.1% | -4% | -4.1% | 0.4% | -6% | 15%

Following part
SMILES | KOR beta-arrestin-1 | HIV fusion peptide | GPR35 antagonists | GPR55 beta-arrestin | GPR55 antagonists | KOR beta-arrestin-2 | West Nile virus CPE | Dengue-2 NS5 capping | NOD1 NF-kB reporter | others
N#Cc1ccc(C(=O)Nc2ccn(-c3ccccc3)n2)cc1 | -32% | 0.9% | 3% | -0.2% | 8% | 2.1% | -0.9% | -8% | -16%
Cc1ccccc1OCC(=O)NCCNC(=O)c1ccncc1 | -34% | 0.3% | -19% | 0.0% | -5% | 11% | -0.1% | -4% | 26%
Cc1ccc(C)c(NC(=O)CN(C)S(=O)(=O)c2ccc(F)cc2)c1 | 15% | -0.3% | 6% | -0.1% | 1% | -0.6% | -1.0% | -3% | -7%
COc1ccc(NC(=O)CN(C)CC(=O)Nc2ccc3c(c2)CCC3)cc1 | -8% | -1.4% | 0% | 0.3% | -4% | 4.0% | -0.5% | 3% | -42%
COc1ccc(C(=O)NNC(=O)OC(C)(C)C)cc1 | 33% | -1.4% | -6% | -0.3% | 1% | -3.9% | 0.2% | -1% | -7%
COC(=O)c1ccc(OCC(O)CN2CCN(CC(O)COc3ccc(C(=O)OC)cc3)CC2)cc1 (centres undefined) | 1% | -1.0% | 40% | 0.3% | 5% | -1.8% | -1.0% | -1% | -9%
Cc1ccc(NC(=O)CCC(=O)N/N=C/c2cccnc2)cc1 | 18% | -0.9% | 15% | -0.2% | -1% | -4.0% | -0.1% | -9% | -26%
CSc1nnc(N2C(=O)C(O)=C(C(=O)c3ccco3)C2c2ccccc2F)s1 (centres undefined) | -27% | 40% | -8% | -0.1% | -6% | 9.5% | 0.5% | 3% | -7%
O=C(CSc1nncn1-c1ccccc1)N1CCCC1 | 10% | -1.2% | -7% | -0.1% | 7% | 0.0% | 0.1% | -4% | -25%
CCN1CCN(Cc2nc3ccc([N+](=O)[O-])cc3c(=O)n2-c2ccc(OC)cc2OC)CC1 | 9% | -1.0% | 12% | 0.0% | -10% | 1.7% | -1.1% | -6% | 2%
Clc1ccc2nc(N3CCN(c4ccccc4)CC3)sc2c1 | 55% | -0.2% | -24% | -0.1% | -6% | 0.2% | 0.1% | -7% | -71%
O=C1NCCN(Cc2c(F)cccc2Cl)C1CC(=O)N1CCCCO1 (centres undefined) | -29%[20 µM] | -0.3% | 8% | 0.3% | 10% | nt | 0.4% | -2% | -21%
CC12CCC(c3n[nH]c(=S)nc31)C2(C)C (centres undefined) | 27% | 0.4% | 8% | 0.2% | -7% | -0.2% | 0.9% | -7% | -35%
CC1CCc2nc(N)c(C#N)c(-c3ccncc3)c2C1 (centres undefined) | -26% | -2.6% | -12% | -0.2% | 1% | nt | -0.2% | -3% | 1%

This is a subset; count on the stated rates, not on these rows.
